S2 tox = viability counter-screen for ATXN expression inhibitors; Potency, µM (doses to about 56.7 µM), actives largely listed as cytotoxic; S2 cells (HEK-293 line with an ATXN2-luciferase reporter) viability, CellTiter-Fluor protease fluorescence, 24 h; 400,000 compounds, 0.49% hits; also: potency is read from the fitted curve at half-maximal effect; nearly all actives have a fitted effect of over 40% in size
TGFb SMAD3 inh = inhibitors of TGF-b signaling; HepG2 CAGA-GFP TGF-b/SMAD3 reporter, GFP fluorescence, 18 h; TGF-beta stimulated, 500 pg/mL final; Potency, µM (doses to about 46.1 µM), for the others: at the top dose activity, negative = inhibition, usual class: inhibitors; 410,000 compounds, 1.2% hits; also: potency is read from the fitted curve at half-maximal effect; % is scaled to controls: 0 for no effect and ±100 for the full control effect; nearly all actives have a fitted effect of over 65% in size
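Per well, imaged GFP fluorescence of HEPG2 CAGA-GFP cells gives the signal; cells get compound, then TGF-beta (500 pg/mL final), 18 h at 37 degrees C; %Activity versus -TGF-beta and +DMSO controls.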
A549 tox = A549 cytotoxicity, counter-screen for Nrf2 inhibitors; A549 ARE-Fluc cells, CellTiter-Fluor viability, 18-24 h; Potency, µM (highest dose often 46 µM), without a hit: at the top dose activity change, negative = cytotoxicity, actives largely listed as inhibitors; 390,000 compounds, 0.16% hits; also: potency is read from the fitted curve at half-maximal effect; % is scaled to controls: 0 for no effect and ±100 for the full control effect
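A549 ARE-Fluc cells in 5% FBS OPTI-MEM, 5000 cells/well, rested 2 h then exposed to compounds in concentration-response for 18-24 h at 37 °C. Viability by CellTiter-Fluor fluorescence (Ex 405/Em 525) after 30 min; luciferase luminescence (BugLite, 15 min, RT) read afterwards.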
pAkt inh = blocks phosphorylation of Akt | Neuro2A IGF-stimulated pAkt S473 HTRF, 20 min; active compounds read low | activity change, % for hits at 50 µM | 360,000 compounds, 0.32% hits; in the data active = activity change below about -80%; inconclusive = mostly about -51% to -80%; also: % is scaled to controls: 0 for no effect and ±100 for the full control effect
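Single-point screen (50 µM final compound) in Neuro2A cells stimulated 20 min with 6 nM IGF at 37 deg C. After lysis, Ser473-phosphorylated Akt read by HTRF (ex 330 nm, em 615/665 nm) as the 665/615 ratio.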
Nrf2 activator = activates Nrf2 signaling | AID 624171 | 410,000 compounds, 0.31% hits | AREc32 ARE-luciferase reporter (MCF7-derived line), luminescence, 24 h | Potency, µM (highest dose often 46.1 µM), for the others: at the highest dose activation, most hits filed as activators; also: potency is read from the fitted curve at half-maximal effect; % of control where 0% means no effect; nearly all actives have a fitted effect of over 65% in size
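Each well held 1000 AREc32 cells, which were incubated with compound for 24 hr at 37 deg C after overnight attachment, and ARE reporter activity was quantified by firefly luciferase luminescence.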
CCT modulator = changes cytosolic chaperonin activity | purified chaperonin ATPase assay, HTRF ADP detection, 30 min | activity change, % (test concentration not listed), hits read low | 360,000 compounds, 0.3% hits; in the data active = activity change below about -30%; also: % is scaled to controls: 0 for no effect and ±100 for the full control effect
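Nucleotide hydrolysis assay: TRiC at 20–40 nM final (set by batch activity) with 10 uM ATP, 30 min at 37 °C, in presence of 76 uM compound. Detection by competitive ADP HTRF, 30 min ambient.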
HepG2 tox = HepG2 cytotoxicity, counter-screen for TGF-b inhibitors | HepG2 CAGA-GFP viability, ATP luminescence, 18 h | 410,000 compounds, 0.76% hits | Potency, µM (titrated, usually from 46.1 µM), without a hit: top-dose activity change, negative = cytotoxicity, actives largely listed as cytotoxic; also: potency is read from the fitted curve at half-maximal effect; some results filed as inactive show a strong effect at the top dose
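HepG2 CAGA-GFP cells (1000/well, DMEM with 1% FBS) received compound, then TGF-beta at 500 pg/mL final, and were incubated 18 hours at 37 degrees C. Viability was read by CellTiter-Glo luminescence. Media-only wells were set as complete cell-killing and DMSO as no toxicity.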
Nrf2 block = blocks Nrf2 signaling; A549 ARE-Fluc reporter, luciferase luminescence, 18-24 h; Potency, µM (titrated, usually from 46 µM), without a hit: at the highest dose activity change, negative = inhibition, usual class: inhibitors; 360,000 compounds, 2.1% hits; AID 504444; also: potency is read from the fitted curve at half-maximal effect; % is scaled to controls: 0 for no effect and ±100 for the full control effect; nearly all actives have a fitted effect of over 60% in size
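Two sequential reads on A549 ARE_Fluc cells exposed to compound for 18-24 h: a CellTiter-Fluor fluorescence read for viability, then a luciferase luminescence read for Nrf2/ARE activity.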
Mm-Cpn inhibitor = M. maripaludis TRiC chaperonin inhibition | purified Mm-Cpn ATPase, ADP Transcreener TR-FRET | Potency, µM (top dose mostly 76.9 µM), without a hit: at the top dose activity, negative = inhibition, most hits filed as inhibitors | 330,000 compounds, 0.031% hits; also: potency is read from the fitted curve at half-maximal effect; % is scaled to controls: 0 for no effect and ±100 for the full control effect; nearly all actives have a fitted effect of over 80% in size
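ATPase read-out: TR-FRET ADP immunoassay (anti-ADP Eu cryptate vs ADP-d2), ex 320 nm, em 590/665 nm; signal drops as ADP forms. Enzyme 25 nM, ATP 10 uM, 30 min at 37°C after 10 min compound preincubation.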
Numbers without * were called inactive; i = inactive; ? = inconclusive; . = no result given; [ ] = another dose, or the depositor's remark. Unless noted, calls follow the shape of the dose curve; as a rule, active = well fitted curve in the direction sought with a large enough effect; inconclusive = small, poorly fitted or top-dose-only effect, or another doubt; inactive = no such curve, though single readings can be large; an effect the other way counts as inactive or inconclusive.

canonical_smiles	S2 tox	TGFb SMAD3 inh	A549 tox	pAkt inh	Nrf2 activator	CCT modulator	HepG2 tox	Nrf2 block	Mm-Cpn inhibitor
CCOC(=O)C1=C(CCc2ccccc2)NC(=O)NC1c1ccc(Br)cc1 (stereo not drawn)	i	0%	-10%	i	5.1%	1.2	-20%	-14%	-2%
Cc1cc(C)n(-c2ccc(C(=O)Nc3ccc(S(=O)(=O)N(C)C)cc3)cc2)n1	?	-13%	-23%	i	-0.2%	1.9	-38%	?	-1%
CCOC(=O)c1c(N2C(=O)Nc3cc(Cl)c(Cl)cc3N2O)sc2c1CCCCC2	i	?	-25%	i	1.3%	0.6	-56%	?	0%
Cn1c(SCC(=O)OC2CCCCC2)nnc1-c1ccc2c(c1)OCO2	i	-16%	-3%[1.84 µM]	i	-0.1%	2.6	-10%	5%	1%
CCOC(=O)C(C)Oc1ccc2c(-c3cccc([N+](=O)[O-])c3)cc(=O)oc2c1 (stereo not drawn)	i	16%	4%	i	-0.3%	0.7	4%	9%	0%
O=C(CNC(=O)c1ccc(Br)o1)NNC(=O)c1ccc(Cl)cc1	i	-1%	7%	i	-1.1%	-0.2	-2%	-5%	-3%
CCOC(=O)c1cc(-c2ccccc2)sc1NC(=O)CSc1nncs1	i	0%	4%	i	-0.1%	-3.3	6%	?	-2%
COc1ccccc1CCc1nnc(CCC(=O)NCC[C@@H]2C[C@@H]3C=C[C@H]2C3)o1	i	-10%	13%	i	-0.4%	1.5	-10%	27%	-6%
O=C(NCc1ccccc1)c1cccc(NC(=O)C2CC2)c1	i	5%	8%	i	-0.7%	0.1	1%	6%	.
Cc1ccc([N+](=O)[O-])c2cccnc12	i	-17%	2%	i	-0.3%	-1.9	-1%	-4%	-2%
CS(=O)(=O)Nc1cc2c3c(c1)CCC(=O)N3CCC2	i	0%	4%	i	1.4%	-2.8	-4%	-20%	4%
Cc1cc(NC(=O)CCC(=O)N(c2ccccc2)C(C(=O)NC2CCCC2)c2ccncc2)no1 (stereo not drawn)	i	0%	-5%	i	-0.3%	0.7	2%	-7%	1%
O=C(Nc1nnc([C@@H]2C[C@H](O)[C@@H](CO)O2)s1)c1ccccc1Cl	i	-6%	.	i	6.5%	-1.8	-2%	.	.
COc1ccc(-c2nn(-c3ccccc3)cc2C(=O)N2CCN(S(=O)(=O)c3ccccc3C#N)CC2)cc1	i	-8%	-9%	i	2.5%	-1.2	38%	1%	0%
Cc1cccc(C)c1OCC(=O)NNC(=O)CNC(=O)c1ccc(OC(F)F)cc1	i	?	12%	i	2.9%	-0.8	-13%	-24%	4%
Cc1nn(C)cc1NC(=O)CCSc1nc(-c2ccco2)cc(C(F)(F)F)n1	?	?	-3%	.	-0.8%	0.2	1%	?	-1%
COC(=O)c1ccccc1NC(=O)Cn1c(=O)n(-c2cccc(C(F)(F)F)c2)c(=O)c2c(C)c(C)sc21	i	-18%	-10%	.	0.3%	.	7%	-6%	.
O=C(CSc1n[nH]c(-c2ccc(F)cc2)n1)NCCc1ccccc1	.	-20%	-14%	.	0.7%	.	-3%	.	.
CCCCN(CC)C(=O)Nc1ccc2c(c1)N(C)C(=O)c1ccccc1S2	.	?	?	.	-0.4%	.	-44%	?	.
COc1cccc(NC2SC(=O)N(c3ccccc3)C2=O)c1 (stereo not drawn)	i	-4%	0%	i	3.4%	-5.0	4%	?	-1%

(continued)
canonical_smiles	S2 tox	TGFb SMAD3 inh	A549 tox	pAkt inh	Nrf2 activator	CCT modulator	HepG2 tox	Nrf2 block	Mm-Cpn inhibitor
c1ccc2c(c1)CCN(Cc1nnnn1Cc1ccc3c(c1)OCO3)C2	i	2%	-2%	i	3.2%	-0.6	-4%	.	-1%
COc1ccc(CC(=O)N(C)Cc2cccc(F)c2)cc1S(=O)(=O)N1CCOCC1	i	16%	2%	i	-0.3%	-2.5	-5%	5%	-1%
Cc1cccc(C)c1OCc1nnc2c3cnn(C)c3ncn12	i	-13%	-5%	i	0.0%	-0.6	-3%	?	1%
CC(=O)Nc1cccc(-c2ccnc3c2CC(C)(C(=O)Nc2ccc(Cl)c(C(F)(F)F)c2)O3)c1 (stereo not drawn)	i	?	.	i	-3.6%	-0.5	-22%	.	.
O=C(NCc1ccon1)C1CCC(=O)N(CCc2cccc(F)c2)C1 (stereo not drawn)	i	-13%	2%	i	0.3%	-4.3	-9%	14%	0%
CN(C)CCNc1c(N)c(=O)oc2ccccc12	i	-5%	1%	i	0.2%	1.6	-2%	23%	-1%
Cc1ccc(S(=O)(=O)N(C)C)cc1NC(=O)COC(=O)COc1ccc2c(c1)CCC2	i	-1%	1%	i	-0.8%	0.8	-5%	7%	0%
Cc1ccc(S(=O)(=O)CC(=O)c2ccccc2[N+](=O)[O-])cc1	?	-15%	-1%	i	-0.4%	0.9	-20%	0%	0%
Cc1nc2ccccc2n1-c1nc(-c2ccco2)cc(C(F)(F)F)n1	i	?	?	i	8.3%	-1.4	-53%	4.6µM*	1%
COc1cc(O)cc2c1[C@@H]1Oc3c(ccc(O)c3CC=C(C)C)[C@@H]1CO2	?	?	2%	i	7.2%	-1.3	-24%	3%	.
CCCCN(C(=O)COC(=O)c1sccc1C)c1c(N)n(CCC)c(=O)[nH]c1=O	i	6%	.	i	0.2%	-0.4	-49%	.	.
O=C1CC(N2CCN(c3ccccc3Cl)CC2)C(=O)N1c1ccccc1 (stereo not drawn)	i	0%	-8%	i	-0.9%	0.6	-5%	-16%	1%
c1ccc(-n2nc3ccccc3n2)cc1	i	4%	1%	i	0.6%	-2.4	-39%	3%	-23%
Cc1cccc(N(CC(=O)NC2CC3CCC2C3)S(=O)(=O)c2ccccc2)c1 (stereo not drawn)	i	-19%	-3%	i	0.5%	1.1	-16%	-29%	-2%
O=C(c1cnn2c(C(F)(F)F)cc(-c3ccco3)nc12)N1CCCc2ccccc21	i	3%	1%	i	-0.1%	-3.4	3%	.	-5%
Cc1ccc2cc(C#N)c(SCc3nnc(-c4ccccc4[N+](=O)[O-])o3)nc2c1	i	-23%	2%	i	2.1%	1.1	-22%	-18%	-2%
CCc1ccc2ncc(S(=O)(=O)c3ccc(C)c(C)c3)c(N3CCCC3)c2c1	i	?	-11%	i	6.4%	-0.2	18%	23µM*	-7%
CC(C)(C)c1ccc(OCCOc2ccc(C(C)(C)C)cc2NC=O)c(NC=O)c1	?	?	-16%	i	-0.7%	0.4	-2%	?	-2%
COc1ccccc1OCCCC(=O)Nc1ccc([N+](=O)[O-])cc1Br	i	2%	-1%	i	2.3%	-1.0	-7%	-12%	1%
CCCCOC(=O)C1=C(C)Nc2ncnn2C1c1cc(OC)c(OC)cc1OC (stereo not drawn)	i	8%	-1%	i	0.3%	-0.4	14%	0%	2%

Following part.
canonical_smiles	S2 tox	TGFb SMAD3 inh	A549 tox	pAkt inh	Nrf2 activator	CCT modulator	HepG2 tox	Nrf2 block	Mm-Cpn inhibitor
COc1ccccc1N1CCN(c2cc(C)nc3nc(-c4ccc(Cl)cc4)nn23)CC1	i	?	0%	.	0.2%	.	-1%	-1%	.
CCOC(=O)[C@H]1[C@H]2COc3ccc(OC)cc3[C@@H]2N2C(=O)CN(C)C(=O)[C@@]12C	i	-1%	0%	i	-0.4%	-0.6	3%	4%	0%
COc1cc(NC(=O)Nc2cccn3nc(COCCO)nc23)cc(OC)c1OC	i	19%	.	i	3.7%	0.3	-5%	.	.
COc1cccc2sc(N(CCCN(C)C)C(=O)COc3ccc(Cl)cc3)nc12	?	?	0%	i	0.1%	-3.5	-43%	-8%	2%
COCCNc1nc(=S)[nH]c2cc(OC)c(OC)cc12	i	-3%	3%	i	0.6%	0.3	3%	-3%	-2%
COc1ccc2[nH]c(=O)c(CN(C(C)=O)c3ccc(C)c(C)c3)cc2c1	i	-10%	9%	i	-0.6%	0.5	-19%	-18%	-1%
N#C/C(=C\c1cc(Br)c(O)c(Br)c1)c1nc2ccccc2c(=O)[nH]1	i	-8%	3%	.	14%	.	-23%	7%	.
CN(C)c1ccc(N/C=C/C(=O)C(C)(C)C)cc1	i	?	3%	-114%*	1.9%	-3.4	-59%	?	22µM*
CC(Sc1nnc2ccccn12)C(=O)Nc1ccc(N2CCOCC2)cc1 (stereo not drawn)	i	8%	1%	i	-0.2%	-3.7	1%	3%	-1%
C[C@H](CO)N1C[C@H](C)[C@@H](CN(C)S(=O)(=O)c2ccc(Oc3ccccc3)nc2)OCc2cn(nn2)CCCC1=O	i	?	.	i	-0.3%	-0.6	7%	.	.
CCCCNC(=O)C1(C)CCCCN1C(=O)c1ccc(F)c(C)c1 (stereo not drawn)	i	-25%	.	i	0.1%	-0.1	2%	.	.
CCCCN(CC)C(=O)CSc1nc2n[nH]c(C)c2c(=N)n1-c1ccc(CC)cc1	.	1.4µM*	-19%	.	-2.9%	.	-69%	.	.
CCc1ccc(/C=C2/SC(=S)N(CCC(=O)NCCCN3CCOCC3)C2=O)cc1	?	-22%	?	i	24%	0.0	-31%	?	-1%
O=c1cc2c(nn1Cc1ccc(Cl)cc1)-c1ccccc1CC2	i	-22%	7%	i	1.9%	2.2	-6%	0%	-7%
Cc1ccc(F)c(S(=O)(=O)NC(=O)C2(C)CCN2C(=O)Cc2ccccc2Cl)c1 (stereo not drawn)	i	-27%	.	i	-0.2%	-0.5	7%	.	.

A draw from above in order of heavy-atom count, falling:
canonical_smiles	S2 tox	TGFb SMAD3 inh	A549 tox	pAkt inh	Nrf2 activator	CCT modulator	HepG2 tox	Nrf2 block	Mm-Cpn inhibitor
Cc1ccc(S(=O)(=O)N(C)C)cc1NC(=O)COC(=O)COc1ccc2c(c1)CCC2	i	-1%	1%	i	-0.8%	0.8	-5%	7%	0%
COc1cccc2sc(N(CCCN(C)C)C(=O)COc3ccc(Cl)cc3)nc12	?	?	0%	i	0.1%	-3.5	-43%	-8%	2%
CN(C)c1ccc(N/C=C/C(=O)C(C)(C)C)cc1	i	?	3%	-114%*	1.9%	-3.4	-59%	?	22µM*
